HEK293 NOD2/NF-kB = NOD2 signaling inhibitors, cell-based, luminescence, uHTS, HEK293 (AID 1566). HEK293 NOD2/NF-kB luciferase reporter, luminescence; higher % means a stronger effect. inhibition, % at 4 µM, or EC50 in µM where a hit was titrated. hit rate 0.63% among 290,000; further: many of its hits are not listed in these tables
HIV peptide binding = inhibitors of HIV fusion peptide binding, primary screen, biochemical, uHTS, fluorescence dequenching (AID 1986); cell-free peptide binding, fluorescence dequenching, 30 min; higher % means a stronger effect; one-dose inhibition, % at 20 µM; IC50 in µM for titrated hits; hit rate 0.3% among 290,000; in the data active means inhibition mostly above about 52%, no sharp cut-off; inactive means mostly below about 76%; further: some results filed as inactive read as strong as hits
KOR beta-arrestin-1 = KOR antagonists, beta-arrestin recruitment, cell-based, luminescence, uHTS (AID 1778). Kappa-type opioid receptor (Homo sapiens). KOR beta-arrestin recruitment, luminescence, antagonist mode; higher % means a stronger effect. inhibition, % at 10 µM, or IC50 in µM where a hit was titrated. hit rate 0.091% among 290,000; further: strong numbers were not always called active
West Nile virus CPE = West Nile virus antiviral activity, cell-based, CPE readout (AID 1621); West Nile virus-infected cells, CPE inhibition; higher % means a stronger effect; CPE inhibition, % at 10 µM, or IC50 in µM where a hit was titrated; hit rate 0.02% among 290,000; in the data active means a potency from the dose series; inconclusive means CPE inhibition mostly from about 3.7% at the one dose, without a potency; inactive means the rest, 99 in 100 with CPE inhibition below about 2.2%; further: strong numbers were not always called active
Dengue-2 NS5 capping = Dengue-2 NS5 methyltransferase inhibitors, primary screen, biochemical, confirmation dose response (AID 588689) | Dengue-2 NS5 methyltransferase capping enzyme assay, biochemical; higher % means a stronger effect | Genome polyprotein (Dengue virus type 2 (strain 16681-PDK53)) | inhibition, % at 25 µM, or IC50 in µM where a hit was titrated | hit rate 0.3% among 340,000; in the data active means a potency from the dose series; inconclusive means inhibition above about 29% without an active follow-up result
NOD1 NF-kB reporter = NOD1 signaling inhibitors, primary screen, cell-based, luminescence, uHTS (AID 1578) | NOD1-driven NF-kB luciferase reporter cells, luminescence; higher % means a stronger effect | inhibition, % at 4 µM; hits with a dose series show EC50 in µM | hit rate 1% among 290,000; in the data active means inhibition mostly above about 36%, no sharp cut-off; inactive means mostly below about 34%;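 further: HEK-293T reporter cells stimulated with the NOD1 agonist gamma-tri-DAP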
AID2073 = inhibitors of Mint1-CaV2.2 protein interaction, biochemical, HTRF (AID 2073); Voltage-dependent N-type calcium channel subunit alpha-1B (Homo sapiens); HTRF protein-protein interaction, Mint1-CaV2.2; higher % means a stronger effect; inhibition, % at 20 µM; hits with a dose series show IC50 in µM; hit rate 0.19% among 290,000; in the data active means inhibition mostly above about 51%, no sharp cut-off; inconclusive means no clear call, values can overlap the other calls; inactive means mostly below about 53%; further: some results filed as inactive read as strong as hits
KOR beta-arrestin-2 = KOR agonists, beta-arrestin recruitment, primary screen, cell-based, luminescence, uHTS (AID 1777). Kappa-type opioid receptor (Homo sapiens). KOR beta-arrestin recruitment, luminescence; higher % means a stronger effect. one-dose activation, % at 10 µM; EC50 in µM for titrated hits. hit rate 0.02% among 280,000; in the data active means activation above about 50%, passing the limit was not always enough; further: a part of the inactive calls stands beside numbers as strong as those of hits
Yfh1-depleted yeast = enhancers of respiration in Yfh1-depleted yeast, dose response, Friedreich's ataxia, plus single-dose screen (AID 1465); S. cerevisiae Yfh1-off respiration, WST-1 reduction, 72 h; higher fold induction means a stronger effect; one-dose fold induction at 50 µM; EC50 in µM for titrated hits; hit rate 0.074% among 220,000;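 active means fold induction of absorbance versus untreated yeast above a set limit, then at least 30% activation at any dose in follow-up; inconclusive means repeats straddling the limit, or above it without dose testing; inactive means fold induction below the set limit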;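 further: activators that raise dye reduction in frataxin-depleted yeast; strong numbers were not always called active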
Dengue-2 NS5 capping pilot replicate = second read-out of Dengue-2 NS5 capping, no call of its own (marks repeat the call); inhibition, %; measured here: pilot screen replicate inhibition
* = called active by the depositor; i = inactive; ? = inconclusive; nt = no result given; [ ] = another dose, or the depositor's remark. Unless noted, no stated cut-off is given here; in the data, active means inhibition above about 50%; inactive means the rest. Only part of the results is shown (hit frequency here may not be typical).

SMILES	HEK293 NOD2/NF-kB	HIV peptide binding	KOR beta-arrestin-1	West Nile virus CPE	Dengue-2 NS5 capping	NOD1 NF-kB reporter	AID2073	KOR beta-arrestin-2	Yfh1-depleted yeast	others
CCNC(=S)N(CCc1c(C)[nH]c2ccc(Cl)cc12)Cc1ccco1	8%	-1.2%	-27%	-0.4%	-12%	21%	4%	2.6%	i
CCN(Cc1ccncc1)C(=O)c1cccc(S(=O)(=O)N2CCOCC2)c1	8%	-1.4%	45%	0.1%	1%	9%	4%	4.8%	i
CCn1cc(S(=O)(=O)NC2CCCCC2)cn1	-22%	0.3%	0%	-0.2%	4%	-34%	5%	-3.1%	nt
CC(=O)N1CCN(c2ccc(NC(=O)c3ccc(Cl)cc3)cc2)CC1	14%	-0.8%	-31%[20 µM]	-1.6%	-2%	-29%	17%	-7.4%	nt
O=C(Nc1cccnc1Cl)c1cc2c(s1)-c1ccccc1OC2	6%	-0.9%	-29%	-0.1%	5%	-33%	28%	-7.9%	nt
CCC(=O)c1ccc(N2CCN(C(=O)COc3ccccc3F)CC2)c(F)c1	7%	-0.8%	-42%[20 µM]	-1.7%	nt	-29%	-3%	nt	i
CCOC(=O)CNS(=O)(=O)CCN1C(=O)c2ccccc2C1=O	6%	-0.4%	-2%	0.1%	-4%	-2%	2%	-0.8%	i
COCCCn1cnc2c(c1=O)c1nc3ccccc3nc1n2-c1ccccc1	-8%	2.9%	35%	0.0%	0%	15%	16%	13%	i
Cc1ccccc1N1CC(C(=O)Nc2nnc(SCc3ccccn3)s2)CC1=O (configuration not stated)	0%	5.6%	5%	-0.1%	1%	-22%	26%	-2.9%	nt
CCC1(c2ccccc2)NC(=O)N(CC(=O)N(C)CC(=O)Nc2c(C)cccc2C)C1=O (configuration not stated)	-18%	1.4%	16%	1.0%	-3%	-31%	-1%	1.6%	nt
O=C1Nc2ccccc2N=C(c2ccccc2)C1N1CCOCC1 (configuration not stated)	-8%	-1.0%	4%	0.7%	5%	-2%	-10%	-9.8%	i
CN(C(=O)c1ccoc1)c1ccc2ccccc2c1	22%	-1.0%	-11%	-1.3%	0%	12%	7%	0.7%	nt
O=C(Cc1ccccc1)NCc1ccccn1	-7%	0.0%	-43%[20 µM]	-0.2%	-14%	-30%	7%	nt	i
C#CCOc1ccc(C2C(C#N)=C(N)Oc3cc(O)ccc32)cc1 (configuration not stated)	12%	8.4%	-22%[20 µM]	-0.8%	-27%	-5%	4%	-4.1%	nt
Brc1cc2c(cc1Cn1c(-c3cncs3)nc3ccccc31)OCO2	0%	-2.1%	26%	-0.3%	-3%	-17%	5%	-1.2%	i
O=C(O)CCCNc1cc(N2CCC3(CC2)OCCO3)c2noc3c2c1C(=O)c1ccccc1-3	-107%	59%*	8%	nt	nt	-15%	37%	-0.6%	nt
COC(=O)c1sccc1NC(=O)Nc1cccc(C)c1	10%	0.5%	0%	0.9%	-4%	-33%	-5%	-0.5%	i
CCc1cc2c(N3CCN(C(=O)c4ccco4)CC3)ncnc2s1	18%	-1.1%	12%[20 µM]	-1.8%	-3%	-10%	3%	-6.0%	i
Nc1ccc(Nc2ccccc2)cc1	22%	-3.1%	-7%	-0.4%	10%	-29%	0%	0.4%	i
CC1CCc2c(nc3nc[nH]n3c2=O)C1 (configuration not stated)	17%	0.1%	-19%	0.0%	-2%	-8%	2%	0.9%	i
COc1ccc(COC(=O)C2=C(C)NC(=O)NC2c2cc(Br)c(O)c(OC)c2)cc1 (configuration not stated)	4%	-1.5%	10%	0.1%	6%	10%	5%	-2.0%	nt
Cc1cccc(NC(=O)CSc2nnc(-c3ccccc3Br)o2)c1C	14%	8.4%	3%	-0.2%	nt	-26%	4%	-5.2%	i
CCOC(=O)C1CCCN(C(=O)c2cc(COc3ccc(C)nc3)on2)C1 (configuration not stated)	6%	0.3%	-14%	-0.4%	-6%	-26%	1%	7.3%	nt
CCC(Oc1ccccc1)C(=O)Nc1ccccn1 (configuration not stated)	-10%	-2.4%	5%	-1.1%	-2%	2%	16%	-4.6%	i
Cc1cc(C(=O)c2ccc(C(C)(C)C)cc2)c(NC(=O)CCl)s1	5%	-1.3%	24%	1.8%	-5%	5%	2%	-5.4%	i

Fetched by structure from the entries so far:
SMILES	HEK293 NOD2/NF-kB	HIV peptide binding	KOR beta-arrestin-1	West Nile virus CPE	Dengue-2 NS5 capping	NOD1 NF-kB reporter	AID2073	KOR beta-arrestin-2	Yfh1-depleted yeast	others
CN(C(=O)c1ccoc1)c1ccc2ccccc2c1	22%	-1.0%	-11%	-1.3%	0%	12%	7%	0.7%	nt
Brc1cc2c(cc1Cn1c(-c3cncs3)nc3ccccc31)OCO2	0%	-2.1%	26%	-0.3%	-3%	-17%	5%	-1.2%	i
CCc1cc2c(N3CCN(C(=O)c4ccco4)CC3)ncnc2s1	18%	-1.1%	12%[20 µM]	-1.8%	-3%	-10%	3%	-6.0%	i
O=C(O)CCCNc1cc(N2CCC3(CC2)OCCO3)c2noc3c2c1C(=O)c1ccccc1-3	-107%	59%*	8%	nt	nt	-15%	37%	-0.6%	nt

Taken from the entries so far (6 entries):
SMILES	HEK293 NOD2/NF-kB	HIV peptide binding	KOR beta-arrestin-1	West Nile virus CPE	Dengue-2 NS5 capping	NOD1 NF-kB reporter	AID2073	KOR beta-arrestin-2	Yfh1-depleted yeast	others
Cc1ccccc1N1CC(C(=O)Nc2nnc(SCc3ccccn3)s2)CC1=O (configuration not stated)	0%	5.6%	5%	-0.1%	1%	-22%	26%	-2.9%	nt
CCC1(c2ccccc2)NC(=O)N(CC(=O)N(C)CC(=O)Nc2c(C)cccc2C)C1=O (configuration not stated)	-18%	1.4%	16%	1.0%	-3%	-31%	-1%	1.6%	nt
O=C1Nc2ccccc2N=C(c2ccccc2)C1N1CCOCC1 (configuration not stated)	-8%	-1.0%	4%	0.7%	5%	-2%	-10%	-9.8%	i
CN(C(=O)c1ccoc1)c1ccc2ccccc2c1	22%	-1.0%	-11%	-1.3%	0%	12%	7%	0.7%	nt
O=C(Cc1ccccc1)NCc1ccccn1	-7%	0.0%	-43%[20 µM]	-0.2%	-14%	-30%	7%	nt	i
C#CCOc1ccc(C2C(C#N)=C(N)Oc3cc(O)ccc32)cc1 (configuration not stated)	12%	8.4%	-22%[20 µM]	-0.8%	-27%	-5%	4%	-4.1%	nt

Continued.
SMILES	HEK293 NOD2/NF-kB	HIV peptide binding	KOR beta-arrestin-1	West Nile virus CPE	Dengue-2 NS5 capping	NOD1 NF-kB reporter	AID2073	KOR beta-arrestin-2	Yfh1-depleted yeast	others
O=C(NCCCN1CCOCC1)C(=O)c1c[nH]c2ccccc12	-7%	3.3%	-21%	1.6%	-2%	-1%	-2%	3.5%	nt
CC(C)NC(=O)NC(=O)COC(=O)CCOc1ccccc1	6%	-0.7%	22%	-0.3%	-9%	-14%	-5%	-8.2%	i	Dengue-2 NS5 capping pilot replicate=-2.4
Cc1ccc(CN2CCN(Cc3ccccc3-c3ccco3)CC2CCO)o1 (configuration not stated)	1%	-0.7%	2%[20 µM]	-1.4%	-8%	-24%	-1%	nt	i
Cc1ccc(C2=NS(=O)(=O)N(C)C(C(=O)Nc3ccc(F)cc3F)=C2)cc1	20%	-2.7%	-24%[20 µM]	-0.1%	-2%	24%	6%	2.7%	nt
CCN(C(=O)CSc1nnc(NC2CCCCC2)s1)C1CCS(=O)(=O)C1 (configuration not stated)	8%	0.2%	7%	0.0%	-6%	0%	-2%	0.6%	i
CCOC(=O)C(NS(=O)(=O)c1ccccc1)(C(F)(F)F)P(=O)(OC(C)C)OC(C)C (configuration not stated)	-8%	-1.2%	-20%	0.4%	1%	-6%	-12%	-5.1%	i
CC(C)c1nnc(NC(=O)CCS(=O)(=O)c2ccccc2)s1	4%	0.4%	-23%	0.8%	-2%	9%	8%	0.4%	nt
CCCCC(=NCCc1c(C)[nH]c2ccccc12)C1=C(O)CC(c2ccccc2)CC1=O (configuration not stated)	7%	-2.4%	-15%	-0.9%	1%	44%	-6%	1.4%	i
O=C(CCC1CCCC1)Nc1cccn(Cc2ccccc2Br)c1=O	18%	-0.8%	27%	-0.1%	4%	7%	0%	0.2%	i
CC(C)CCn1c(N2CCCC2)nc2c1c(=O)[nH]c(=O)n2C	4%	-0.8%	-19%[20 µM]	?	-3%	-6%	16%	-2.1%	nt
COc1ccc(OC)c(/C=N/NC(=O)Cn2ccnc2C)c1	6%	-1.3%	-10%	-0.1%	-4%	-7%	18%	4.5%	i
COc1ccc(/C=C/c2c([N+](=O)[O-])c(=O)n(C)c(=O)n2C)cc1OC	-2%	0.4%	3%	0.2%	-4%	-14%	8%	-2.0%	i
O=c1[nH]c(=O)n(C(c2ccccc2)c2ccccc2)cc1Br	20%	0.6%	-13%	0.0%	-1%	-18%	-13%	-0.8%	i
O=C(c1cccs1)N1CCc2c([nH]c3ccccc23)C1c1ccc(Cl)cc1 (configuration not stated)	-31%	-1.3%	9%	0.8%	4%	-39%	10%	-2.5%	i
CNc1nc(OC)nc(N(C#N)CN2C(=O)c3ccccc3S2(=O)=O)n1	9%	-0.1%	-28%	-0.3%	-6%	-9%	-22%	4.4%	i
CC[C@H](C)[C@H](NS(=O)(=O)c1ccc(C)cc1)C(=O)N1CCC(C(=O)N[C@H](C(=O)O)C(C)C)CC1	2%	0.6%	28%	0.2%	1%	-10%	0%	-6.1%	i
O=C(CSc1nnc(C2CCCCC2)o1)N1CCCCC1	-1%	-1.0%	-26%	-0.9%	1%	-35%	-11%	-1.5%	i
COC(=O)C/C=C/[C@@H](C)[C@@H](/C=N/O[C@@H](C)c1cn([C@H](CO)Cc2ccccc2)nn1)NS(=O)(=O)c1ccc(C)cc1	1%	0.9%	12%	nt	nt	-4%	1%	-3.2%	nt
CNC(=O)NC(=O)C(C)OC(=O)c1c(C)noc1C (configuration not stated)	5%	-1.1%	11%	0.4%	2%	-7%	-7%	-6.2%	i
CCCCn1c(=O)c(CCC(=O)OCC(=O)Nc2ccc(C)c(Cl)c2)nc2ccccc21	-4%	-0.8%	-9%	-0.1%	nt	-44%	26%	-1.6%	i
COc1cc(Cc2nc3ccc(S(=O)(=O)N4CCOCC4)cc3[nH]2)cc(OC)c1OC	5%	-2.1%	-10%	0.0%	nt	-25%	3%	-1.0%	i
COC(=O)c1ccc2c(=O)n(NC(=O)C(c3ccccc3)c3ccccc3)c(=S)[nH]c2c1	26%	-3.7%	15%	0.3%	3%	5%	-13%	-5.2%	i
